P. falciparum M1AAP: malaria alanyl aminopeptidase activity blockers – biochemical, fluorogenic H-Leu-NHMec substrate, 1536-well (AID 1445) | recombinant M1AAP, H-Leu-NHMec fluorogenic kinetic assay; higher % means a stronger effect | inhibition, % at 30 µM; hits with a dose series show IC50 in µM | actives 0.42% (n = 220,000);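 active = primary inhibition above the hit cutoff, then over 50% inhibition at one or more dose response concentrations, cut at about 23% in these data, passing the limit was not always enough; inconclusive = conflicting primary data, or primary hits not chosen for dose response; inactive = low primary inhibition, or under 50% at every dose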;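 note: plate controls were DMSO full reaction for no effect and no enzyme background for full effect; strong numbers were not always called active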
Hep lipid drop: hepatic lipid droplet formation modulation; AML12 mouse hepatocytes, oleate lipid droplets, BODIPY imaging; inhibition, % at 6.5 µM; actives 0.4% (n = 240,000);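 active = lipid droplet intensity inhibited by at least 50%, with more than 500 cells counted; inconclusive = wells with under 300 cells, treated as cytotoxic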
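Test system: AML12 mouse liver cells; schedule: overnight exposure; technique: high-content imaging of BODIPY-stained droplets and DAPI nuclei; read-out: % inhibition of corrected integrated BODIPY droplet signal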
XIAP antagonists: XIAP antagonists, biochemical, IAP family, fluorescence polarization (AID 1018) | displacement, % at 20 µM, or IC50 in µM where a hit was titrated | XIAP BIR domain, fluorescence polarization peptide displacement; higher % means a stronger effect | actives 0.007% (n = 200,000); in the data active = displacement above about 50%; note: a part of the inactive calls stands beside numbers as strong as those of hits
LYP inhibition: inhibitors of LYP phosphatase, biochemical, fluorescence intensity, uHTS (AID 1779); one-dose inhibition, % at 11.5 µM; IC50 in µM for titrated hits; actives 0.054% (n = 290,000); recombinant LYP phosphatase, fluorescence intensity; higher % means a stronger effect;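 note: plate controls were vehicle with enzyme for no effect and no enzyme for full effect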
Siah-1 displacement: blockers of Siah-1 interaction with plectin peptide – biochemical, fluorescence polarization, rhodamine-plectin, uHTS, primary screen (AID 1817); Siah-1 / rhodamine-plectin peptide fluorescence polarization; higher % means a stronger effect; one-dose displacement, % at 20 µM; IC50 in µM for titrated hits; actives 0.02% (n = 290,000);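 active = displacement of at least 50% at 20 µM, with a fluorescence ratio check between 0.3 and a set limit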;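 note: plate controls were Siah plus tracer with DMSO for no effect and tracer alone without Siah for full effect; strong numbers were not always called active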
P. falciparum M17LAP: P. falciparum M17LAP inhibitors, primary screen, biochemical, fluorogenic H-Leu-NHMec substrate, 1536-well (AID 1619) | recombinant M17LAP, H-Leu-NHMec fluorogenic kinetic assay; higher % means a stronger effect | one-dose inhibition, % at 30 µM; IC50 in µM for titrated hits | actives 0.38% (n = 220,000);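 active = compound inhibiting the enzyme by more than half at any dose during confirmatory dose-response retesting; inconclusive = strong single-dose inhibitors picked by rank but not retested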;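 note: plate controls were full reaction with DMSO carrier for no effect and no enzyme background for full effect; strong numbers were not always called active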
CSM14.1 death rescue: protection against thapsigargin-triggered cell killing – 384-well, CSM14.1, ATP luminescence, primary screen (AID 1222); 190,000 tested, under 10 active; cellular ATP content (survival), % at 20 µM, or EC50 in µM where a hit was titrated; CSM14.1 thapsigargin-induced death rescue, ATP luminescence; higher % means a stronger effect;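 active = EC50 below 50 µM in the dose-response confirmation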;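 note: death triggered by thapsigargin at about 15 µM added after 2 h compound pretreatment; cell ATP read after overnight thapsigargin exposure of roughly 18 to 22 hours; normalized against plate controls of thapsigargin alone and 5% DMSO vehicle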
NOD2 inhibition: inhibition of NOD2-driven NF-kB reporter – cell-based, luminescence, uHTS, HEK293 (AID 1566) | HEK293 NOD2/NF-kB luciferase reporter, luminescence; higher % means a stronger effect | inhibition, % at 4 µM; hits with a dose series show EC50 in µM | actives 0.63% (n = 290,000); note: many of its hits are not listed in these tables
AID2073: disruptors of CaV2.2 binding to Mint1 – biochemical, HTRF (AID 2073) | HTRF protein-protein interaction, Mint1-CaV2.2; higher % means a stronger effect | inhibition, % at 20 µM; hits with a dose series show IC50 in µM | actives 0.19% (n = 290,000); in the data active = inhibition mostly above about 51%, no sharp cut-off; inconclusive = no clear call, values can overlap the other calls; inactive = mostly below about 53%; note: some results filed as inactive read as strong as hits
Hep lipid drop cells 6.5 µM: recorded beside Hep lipid drop, whose call it bears; cell count; measured here: cell count, cytotoxicity flag;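 cells counted across two imaged fields per well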
* = called active by the depositor; u = inconclusive; x = no result given. Cut-off read from the data, not from the text of the source, unless noted: active = inhibition above about 50%; inactive = the rest.

SMILES | P. falciparum M1AAP | Hep lipid drop | Hep lipid drop cells 6.5 µM | XIAP antagonists | LYP inhibition | Siah-1 displacement | P. falciparum M17LAP | CSM14.1 death rescue | NOD2 inhibition | AID2073
O=C(CSc1nnc(NC(=O)c2cccc(Br)c2)s1)NCC1CCCO1 (stereo unspecified) | x | -8 | 680 | x | -4% | -3% | x | x | -34% | 13%
O=C(NC(=S)N1CCCc2ccccc21)c1ccco1 | -2% | -5 | 579 | -1.8% | -5% | -3% | 0% | 1.7% | 0% | 29%
CCCn1c(O)c(N=NC(=O)CNC(=O)c2cccnc2)c2ccccc21 | x | 12 | 781 | x | -5% | 0% | x | x | 10% | 6%
COc1ccc(-c2[nH]ncc2CN(C)Cc2ccccn2)c(OC)c1 | x | -8 | 679 | -8.6% | -5% | -10% | x | -1.9% | 4% | -1%
O=C(C1=C[C@@H](c2coc3ccccc3c2=O)C[C@@H](OCCCCO)O1)N1CCN(Cc2ccccc2)CC1 | -6% | -2 | 657 | -2.0% | -8% | 0% | -9% | 1.6% | 24% | 7%
Clc1ccc(-c2nnc(NCCN3CCCC3)c3ccccc23)cc1 | x | x | x | x | -10% | -2% | x | x | 1% | 2%
CCC(=O)N1CCc2cc(S(=O)(=O)N3CCN(c4cc(Cl)ccc4C)CC3)ccc21 | x | -11 | 670 | x | 3% | 5% | x | x | 9% | 16%
N#CCCn1c(C2CCCCC2)nc2ccccc21 | -1% | 4 | 800 | -3.8% | -3% | 0% | -14% | -3.0% | -8% | 4%
O=C(NCc1ccco1)C1CC(c2cccc([N+](=O)[O-])c2)=NO1 (stereo unspecified) | 8% | x | x | -10% | -8% | 2% | 13% | 4.0% | 10% | 10%
CC(=O)c1cccc(NS(=O)(=O)c2ccc(N/C=C\C(=O)c3ccc(C)cc3)cc2)c1 | 0% | x | x | -5.1% | -10% | -1% | 7% | 2.2% | 31% | 21%
N#CCO/N=C(\c1ccccc1)c1ccncc1 | 0% | x | x | -3.7% | -7% | -5% | 3% | 3.1% | 12% | 29%
CN(C)/C=C/C(=O)c1ccc(Oc2ncccn2)cc1 | 7% | 0 | 706 | 2.3% | 1% | 1% | 15% | 0.3% | 9% | 5%
COC(=O)N1C(=O)[C@](c2ccc(Cl)cc2)(C(C)C)N1C(=O)OC | x | -4 | 798 | x | -9% | -6% | x | x | 36% | -1%
CCOc1ccccc1N(CC(=O)Nc1ccccc1F)S(=O)(=O)c1ccccc1 | x | -20 | 802 | x | -8% | 10% | x | x | -4% | 2%
CSc1cccc(NC(=O)C2C3C=CC4(O3)C2C(=O)N(CCCN2CCOCC2)C4C(=O)NC2CCCCC2)c1 (stereo unspecified) | x | 13 | 697 | x | -9% | -2% | x | x | 9% | 4%
CCOC(=O)c1cc(-c2ccc(OC(F)F)cc2)nc2nc(SC)[nH]c(=O)c12 | 15% | 45 | 740 | -8.6% | 5% | 3% | -18% | 0.0% | 11% | 22%
Cc1ccc(S(=O)(=O)c2cnc3cc(C)nn3c2N)cc1 | 12% | 4 | 686 | -7.6% | 1% | -1% | 32% | x | 3% | 9%
CCOC(=O)c1c(C)c(C(=O)NCCCOC)c(C)n1C | 7% | 20 | 745 | -0.9% | 3% | 1% | 9% | -1.0% | 3% | -3%
CC(=O)Nc1ccc(NC(=O)c2ccccc2N(C)S(C)(=O)=O)cc1 | 3% | 2 | 744 | -6.2% | -2% | -1% | 5% | 0.3% | 8% | -7%
CC(=O)O[C@H]1CC[C@]2(C)[C@H]3CC=C4[C@@H]5[C@@H](C)[C@H](C)CC[C@]5(C(=O)O)CC[C@@]4(C)[C@]3(C)CC[C@H]2C1(C)C | 3% | 2 | 663 | x | -3% | 10% | 8% | x | 7% | 8%
COc1ccc(NC(=O)NNC(=O)c2ccc3ccccc3c2O)c(OC)c1 | x | -2 | 858 | x | -6% | -5% | x | x | 14% | 30%
CCOc1cc(CN2CCN(C(=O)c3cccc4ccccc34)CC2)ccc1OC | x | -2 | 833 | x | -6% | 4% | x | x | 18% | -2%
O=C(CCC(=O)N1CCN(S(=O)(=O)c2ccccc2)CC1)NC1CCCc2ccccc21 (stereo unspecified) | -8% | x | x | -1.9% | -2% | -4% | -9% | 0.1% | 4% | -6%
O=C(CN(Cc1ccc(F)cc1)S(=O)(=O)c1ccc(S(=O)(=O)N2CCOCC2)cc1)Nc1ccccc1 | 3% | -8 | 707 | -7.1% | -4% | 2% | -3% | -0.9% | 4% | 2%
CC1(C)CC(=O)C(C2C3=C(CC(C)(C)CC3=O)Oc3ccccc32)C(=O)C1 (stereo unspecified) | 3% | 2 | 726 | x | 0% | -2% | 10% | x | 16% | -2%
CN(CCCNC(=O)CCC(=O)N1CCOc2ccc(Cl)cc21)Cc1ccccc1 | x | -26 | 733 | x | 0% | -1% | x | x | -6% | 2%
CC(C)CCNC(=O)CNC(=S)N(CCCN1CCOCC1)Cc1cccs1 | -4% | -5 | 709 | -4.4% | -2% | 0% | -3% | 0.3% | 14% | -45%
O=C(CSc1nc2ccccc2s1)N/N=C/c1ccccc1C(=O)O | 8% | 9 | 718 | x | 0% | 4% | 13% | x | 56%* | -6%
CC1CCc2nc3ccc(S(=O)(=O)N4CCC(C(=O)NC5CCCC5)CC4)cc3c(C(=O)O)c2C1 (stereo unspecified) | 23%* | x | x | -6.4% | -6% | -3% | u | -0.5% | 19% | 0%
c1ccc(Cc2nc3ccccc3[nH]2)cc1 | x | 0 | 810 | x | -8% | 7% | x | x | 15% | 12%
CC1(C)Cc2nc(NCCCO)c(C#N)cc2CO1 | 12% | x | x | -6.3% | -9% | -2% | -225% | -0.9% | 4% | 3%
O=C1CSCN1c1ccc(Cl)cc1 | -3% | 6 | 753 | -9.3% | -2% | -2% | -3% | 1.0% | 4% | 3%
O=C(c1ccccc1)c1cc2c(cc1[N+](=O)[O-])OCCO2 | 9% | 4 | 644 | -2.5% | 2% | 0% | 12% | 0.6% | 10% | 14%
COCCNC(=O)COc1ccc(C)c(C)c1 | 4% | 12 | 777 | -7.8% | -7% | -6% | 1% | 1.7% | -8% | 5%
C[n+]1cccc2c(Br)ccc([O-])c21 | 3% | 2 | 723 | x | 16% | 23% | -4% | x | -14% | 37%
O=C(O)c1cc(OCc2ccccc2)cc(OCc2ccccc2)c1 | x | x | x | x | -3% | 3% | x | x | 23% | 15%

3 compounds from above, showing only XIAP antagonists, P. falciparum M17LAP and LYP inhibition.
Structure | XIAP antagonists | P. falciparum M17LAP | LYP inhibition
C[n+]1cccc2c(Br)ccc([O-])c21 | x | -4% | 16%
CC1(C)Cc2nc(NCCCO)c(C#N)cc2CO1 | -6.3% | -225% | -9%
COCCNC(=O)COc1ccc(C)c(C)c1 | -7.8% | 1% | -7%

New compounds follow
SMILES | P. falciparum M1AAP | Hep lipid drop | Hep lipid drop cells 6.5 µM | XIAP antagonists | LYP inhibition | Siah-1 displacement | P. falciparum M17LAP | CSM14.1 death rescue | NOD2 inhibition | AID2073
Nc1n[nH]c(C2CC2)c1N=Nc1ccc(Cl)c(Cl)c1 | 1% | -15 | 561 | x | -3% | -2% | 15% | x | -16% | 5%
COC(=O)CCc1c(C)nn(-c2ccccc2)c1C | -2% | -8 | 707 | -10% | -2% | 2% | 1% | -1.2% | -10% | -4%
CC(C)(C)c1cc(CN(CCO)CCO)c(O)c(C(C)(C)C)c1 | 0% | -4 | 692 | x | -9% | 0% | -1% | x | -5% | 5%
COc1ccc(N2CCN(CCCn3c(=S)[nH]c4ncccc4c3=O)CC2)cc1 | 10% | 13 | 812 | -5.7% | -13% | -2% | -4% | -0.8% | -13% | -18%
COCCOc1ccc(C(F)(F)F)cc1NC(=O)COC(=O)C12CC3CC(CC(O)(C3)C1)C2 | x | -1 | 817 | x | -8% | 4% | x | x | 4% | -7%
c1ccc2c(c1)CCCN2Cc1nnnn1CC1CCCO1 (stereo unspecified) | -2% | 6 | 825 | -4.4% | -13% | 3% | 7% | 5.1% | 4% | -2%
CC(C)(C)c1ccc(OCC(O)CN2CCN(C(=O)c3ccccc3)CC2)cc1 (stereo unspecified) | x | -1 | 813 | x | -5% | 3% | x | x | -34% | -8%
CCOC(=O)Cn1c(=O)oc2cc(S(=O)(=O)N(C)c3ccc(OC)cc3)ccc21 | 1% | x | x | x | -5% | -9% | -3% | x | 10% | -5%
CC(C)c1nc2cc(C(=O)N3CCNC(=O)C3c3ccc(F)cc3)ccc2o1 (stereo unspecified) | x | 16 | 668 | x | -13% | 12% | x | x | 33% | 3%
CCC(C)(O)c1[nH]c2ccc(C(=O)OC)cc2c1C (stereo unspecified) | x | -11 | 758 | x | -7% | 1% | x | x | 8% | 3%
COc1ccc(S(=O)(=O)NNC(=O)c2csc(-n3nc(C)cc3C(F)(F)F)n2)cc1OC | -4% | 2 | 825 | -5.7% | 16% | -5% | 0% | 6.2% | -1% | 2%
O=c1nc(/C=C/c2cc([N+](=O)[O-])ccc2Cl)cc(C(F)(F)F)[nH]1 | 20% | -22 | 832 | -7.5% | -6% | -5% | 3% | 2.4% | x | -9%
COc1ccc(C(CNC(=O)COc2ccccc2OC)N2CCCCC2)cc1 (stereo unspecified) | x | -15 | 697 | x | -7% | 1% | x | x | 5% | 5%
O=c1c2ccccc2cnn1Cc1n[nH]c(=S)n1-c1ccc(Cl)cc1 | 8% | 13 | 679 | -21% | -10% | 4% | -20% | -2.3% | 13% | -21%
O=S(=O)(Cc1ccccc1)N1CCC(c2nc(-c3cccs3)no2)CC1 | 2% | x | x | -14% | 1% | 1% | -11% | -0.7% | -17% | 1%
C/C(=C/C(=O)N1CCc2ccccc21)C(=O)O | 4% | -14 | 640 | -4.6% | -11% | -12% | 12% | -2.5% | 8% | 19%
COc1cccc(NC(=O)CN(C)C(=O)COc2ccc3ccccc3c2)c1 | 1% | 6 | 706 | -21% | -3% | 6% | 6% | 3.7% | -2% | -6%
Cc1ccsc1C1NC(=O)c2ccccc2N1 (stereo unspecified) | 8% | 5 | 774 | -8.5% | -5% | -6% | 0% | -0.7% | 6% | 11%
COc1cc(NC(=O)Cc2cccs2)c(C(=O)O)cc1OC | -2% | 2 | 661 | -2.8% | -7% | 12% | 4% | 2.2% | -8% | -9%

Screening results deposited in PubChem by several laboratories.

Only part of the results is shown; count on the stated rates, not on these rows.
